# APJ antagonist: antagonists of human APJ apelin receptor; P35414; CHO-K1 APJ beta-arrestin complementation, luminescence; inhibition, % at 20 µM; actives 0.32% (n = 330,000); AID 2521;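 active means inhibition above about 40% at 20 µM, limit read from the data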;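 further: cells challenged with 10 nM apelin-13 agonist together with compound; plate controls were apelin-13 plus DMSO wells for no effect and DMSO wells lacking apelin-13 for full effect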
# Target sequence (P35414 whole entry, looked up): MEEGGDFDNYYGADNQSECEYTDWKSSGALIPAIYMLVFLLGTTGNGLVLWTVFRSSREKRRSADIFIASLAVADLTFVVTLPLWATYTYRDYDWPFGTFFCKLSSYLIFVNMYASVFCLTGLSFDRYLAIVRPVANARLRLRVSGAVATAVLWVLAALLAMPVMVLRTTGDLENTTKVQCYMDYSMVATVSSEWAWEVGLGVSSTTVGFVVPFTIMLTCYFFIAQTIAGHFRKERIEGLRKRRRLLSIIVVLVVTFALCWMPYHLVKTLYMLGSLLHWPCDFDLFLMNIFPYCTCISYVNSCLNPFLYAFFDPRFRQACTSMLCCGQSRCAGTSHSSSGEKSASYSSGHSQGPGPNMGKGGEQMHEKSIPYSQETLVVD
# CXCR6 block: inhibitors of human CXCR6 receptor; inhibition, % at 20 µM; actives 0.36% (n = 360,000); AID 602244; CHO-K1 PathHunter CXCR6 beta-arrestin, luminescence; in the data active means inhibition above about 34%, passing the limit was not always enough;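 further: antagonist mode with CXCL16 agonist at 10 nM final; 0% = 10 nM CXCL16 with DMSO and 100% = unstimulated wells without agonist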
# Target sequence (O00574 whole entry, looked up): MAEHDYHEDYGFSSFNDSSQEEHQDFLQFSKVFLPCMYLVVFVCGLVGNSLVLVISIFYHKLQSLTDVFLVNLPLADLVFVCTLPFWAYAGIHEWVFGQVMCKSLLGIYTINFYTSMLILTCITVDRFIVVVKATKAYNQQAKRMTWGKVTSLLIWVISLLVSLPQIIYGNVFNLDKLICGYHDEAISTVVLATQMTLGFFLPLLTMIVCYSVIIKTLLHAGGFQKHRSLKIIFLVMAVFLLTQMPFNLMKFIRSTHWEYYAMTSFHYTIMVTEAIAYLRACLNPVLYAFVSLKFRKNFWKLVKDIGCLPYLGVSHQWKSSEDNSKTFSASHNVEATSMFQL
# ATG4B inh: inhibitors of human ATG4B cysteine protease. Q9Y4P1. ATG4B cleavage of LC3-PLA2, NBD-HPC fluorescence, 1 h. inhibition, % at 8.33 µM. actives 0.51% (n = 340,000). AID 504462; in the data active means inhibition above about 40%
# Target sequence (Q9Y4P1 whole entry, looked up): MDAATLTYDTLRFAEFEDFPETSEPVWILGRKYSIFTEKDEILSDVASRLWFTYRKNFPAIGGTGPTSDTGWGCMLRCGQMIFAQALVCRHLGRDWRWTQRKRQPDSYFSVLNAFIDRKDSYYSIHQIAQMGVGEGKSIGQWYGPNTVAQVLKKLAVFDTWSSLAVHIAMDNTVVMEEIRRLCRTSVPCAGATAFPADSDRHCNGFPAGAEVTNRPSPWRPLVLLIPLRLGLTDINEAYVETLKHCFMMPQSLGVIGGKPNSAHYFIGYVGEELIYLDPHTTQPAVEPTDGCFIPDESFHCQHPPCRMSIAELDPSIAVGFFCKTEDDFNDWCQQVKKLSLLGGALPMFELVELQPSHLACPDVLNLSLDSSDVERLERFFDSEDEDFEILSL
# UBC13 polyUb: inhibitors of human UBC13 polyubiquitin chain formation. inhibition, % at 20 µM. AID 485273. TR-FRET. actives 0.47% (n = 330,000). P61088; in the data active means inhibition above about 45%, passing the limit was not always enough; inconclusive means no clear call, values can overlap the other calls
# APJ ag: agonists of human APJ apelin receptor; P35414; CHO-K1 APJ PathHunter beta-arrestin, luminescence; 0% DMSO wells, 100% apelin; activation, % at 20 µM; actives 0.11% (n = 330,000); AID 2520;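 active means activation more than six SD over the plate average, tested at 20 µM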;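 further: 0% = DMSO alone and 100% = apelin-13 at 10 nM; some results filed as inactive read as strong as hits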
#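 Material: CHO-K1 APJ beta-arrestin complementation cell line; Input: cell density 1000 per well; Incubation: compound stimulation 90 min at 25 °C, detection 60 min; Signal: luminescence from split beta-galactosidase complementation, Galacton Star/Emerald II substrate; Controls: DMSO-only wells as negative, 10 nM Apelin-13 as positive control.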
# CCR6 antagonist: CCR6 (human) receptor antagonism | AID 493098 | P51684 | actives 0.49% (n = 340,000) | inhibition, % at 20 µM | CHO-K1 CCR6 PathHunter beta-arrestin, luminescence, CCL20-stimulated;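 active means compounds whose inhibition of the agonist-driven luminescence signal at 20 µM reaches about 50%, limit read from the data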;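 further: cells stimulated with CCL20 at 14 nM final; plate controls were DMSO with CCL20 for no effect and DMSO without agonist for full effect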
# Gli-Sufu block: antagonists of Gli-Sufu signaling | AID 588413 | Sufu-KO-LIGHT fibroblasts, Gli luciferase reporter luminescence | actives 0.74% (n = 340,000) | inhibition, % at 5 µM;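 active means inhibition above about 55%, limit read from the data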;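 further: 0% = DMSO-treated cells and 100% = wells with medium but no cells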
# EBI2 antag: blocks human EBI2 receptor beta-arrestin signaling. EBI2 beta-arrestin recruitment, luminescence, 7a,25-OHC stimulated. AID 651636. actives 0.81% (n = 360,000). inhibition, % at 5 µM. P32249; in the data active means inhibition above about 38%;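 further: enzyme fragment complementation signal reports receptor beta-arrestin coupling in cells; 0% = agonist plus DMSO wells and 100% = wells without agonist; some results beyond the cut were filed as inactive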
# * marks the source's active call; other numbers are inactive results; ? = inconclusive; nt = no result given; & = joins results of further samples.
SMILES,APJ antagonist,CXCR6 block,ATG4B inh,UBC13 polyUb,APJ ag,CCR6 antagonist,Gli-Sufu block,EBI2 antag
Cc1cc(=O)oc2c(C)c(OC(C)C(=O)NCCCN3CCOCC3)ccc12 (centres undefined),5,-3,4,3,-2,7,0,-7
C[C@H](CO)N1C[C@H](C)[C@@H](CN(C)Cc2ccccc2)Oc2ccc(NC(=O)Cn3cnnn3)cc2C1=O,-3,-3,-9,-5,-2,4,1,-3
Cc1ccc2c(C(=O)CN3CCCCC3)c(C)[nH]c2c1,7,-17,-4,-5,0,14,9,5
NS(=O)(=O)c1ccc(NC(=O)C2CCCO2)cc1 (centres undefined),0,nt,-2,5,-3,-2,23,nt
CC1(C)C(=O)Nc2ccccc2N1C(=O)COc1ccc(S(=O)(=O)N2CCOCC2)cc1Cl,6,-4,9,-1,-2,-2,-1,-3
O=c1c2c3nc4ccccc4nc3n(/N=C/c3ccncc3)c2ncn1-c1ccccc1,-2,-12,-3,-1,-3,3,0,-5
CCOC(=O)C1CCC/C1=N\NC(=O)CN(c1cc(OC)ccc1OC)S(=O)(=O)c1ccccc1 (centres undefined),18,3,-5,13,-1,9,-26,10
CC(NC(=O)C1CCN(S(=O)(=O)c2cccs2)CC1)c1cccc(Cl)c1 (centres undefined),-9,2,-8,6,-4,9,5,2
Cc1cc(C)cc(C(=O)OCC(=O)NCCNC(=O)COC(=O)c2cc(C)cc(C)c2)c1,-2,0,1,-8,3,9,5,16
CN(C)c1ccnc(NCc2ccccc2)c1C#N,1,2,6,-4,-2,11,-1,-3
CCCN(CC(=O)Nc1ccc(F)c(F)c1F)C(=O)c1cc(S(=O)(=O)N(C)C)ccc1N1CCCC1,nt,6,-65,nt,nt,4,-5,8
O=S(=O)(c1ccccc1)N1CCN=C1SCc1c(F)cccc1Cl,11,3,25,2,-1,16,-18,11
O=c1c2ccccc2nc2sc3ccccc3n12,-15,-3,2,6,-5,9,-53,-6
O=C(COC(=O)/C=C/c1cccc([N+](=O)[O-])c1)NCC1CCCO1 (centres undefined),13,-4,-8,6,-1,7,-8,-9
NNC(=O)c1ccc(COc2ccc(Br)cc2)o1,-30,1,-9,-5,2,2,4,16

# A few values from above:
# NNC(=O)c1ccc(COc2ccc(Br)cc2)o1 – EBI2 antag = 16
# O=C(COC(=O)/C=C/c1cccc([N+](=O)[O-])c1)NCC1CCCO1 (centres undefined) – ATG4B inh = -8
# NS(=O)(=O)c1ccc(NC(=O)C2CCCO2)cc1 (centres undefined) – UBC13 polyUb = 5

# (continued)
SMILES,APJ antagonist,CXCR6 block,ATG4B inh,UBC13 polyUb,APJ ag,CCR6 antagonist,Gli-Sufu block,EBI2 antag
Cc1[nH]c(C)c(S(=O)(=O)N2CCN(c3cccc(Cl)c3)CC2)c1C(=O)N1CCCC1,6,2,-2,2,-1,18,34,-5
O=c1cc(O)nc(SCc2ccccc2)n1-c1ccccc1,10&5,-1&-1,13&-7,16&-8,-5&-3,4&4,1&2,0&-6
CCOc1ccccc1-n1nnnc1SCC(=O)Nc1cc2oc3ccccc3c2cc1OC,1,0,3,0,-4,3,3,21
COc1ccccc1CN(C)C(=O)C(c1ccccc1)c1ccccc1,16,1,-7,8,-2,17,14,17
O=C1CC2(CCN(C(=O)c3cccc(Cl)c3)CC2)Oc2ccccc21,11,-2,-4,6,0,7,5,-6
CCO/N=C(\C)c1c(O)c(CC)c(-c2ccccc2)n(-c2ccccc2)c1=O,-6,-7,16,5,4,-6,-3,-12
CCC(=O)Nc1c(C)c(CC)nc2ccccc12,4,4,14,-11,-2,-10,nt,-32
Cc1ccccc1NC(=O)Cc1nc(COC(=O)c2ccc(C(F)(F)F)cc2)cs1,13,-14,-5,1,-2,20,2,-7
O=C1[C@@H]2Cc3ccccc3CN2C(=O)N1c1cccc(F)c1,-19,-12,2,-6,-4,-4,-14,-8
O=C(NCc1cc(C(F)(F)F)ccc1Cl)c1cccc2c1C(=O)c1ccc(N3CCC(Cc4ccccc4)CC3)cc1S2(=O)=O,11,-2,-4,-23,-2,3,-10,7
CC(C)(C)C(=O)N1CCN(c2nc3ccc(Br)cc3s2)CC1,6,-7,2,-6,14,4,-40,11
CC1(C)CC(c2nc(-c3ccc(Cl)cc3)cs2)CCS1 (centres undefined),-11,-17,-3,-2,0,26,-10,41
O=C(CN1CCN(S(=O)(=O)c2ccc(Cl)cc2)CC1)NCC1(N2CCOCC2)CCCCC1,-13,-2,-10,8,-5,7,5,5
c1ccc(Oc2cc(-c3ccccc3)nc(-c3ccccc3)n2)cc1,-4,4,0,3,0,11,3,-18
COC(=O)c1cnn(-c2cc(Oc3cccc(C)c3)ncn2)c1N,-43,-5,0,2,-2,-2,7,6
O=C(CSc1nc2ccccc2c(=O)n1NC(=O)c1ccccc1)c1ccccc1,4,5,-4,9,-2,3,-70,0
CCC(NC(=O)c1cc(COc2ccc(F)c(F)c2)on1)c1ccncc1 (centres undefined),19,-9,-5,-9,-1,12,-8,4
CC1=NN(C(=O)Cc2ccc(C)cc2)C(O)(c2cccnc2)C1 (centres undefined),24,9,-8,-1,-1,8,7,-4
Cc1ccc(S(=O)(=O)NC(CC(C)C)C(=O)NCC(c2ccco2)N2CCCCC2)cc1 (centres undefined),19,3,4,29,-1,3,16,-1
COc1cccc(NC(=O)C2CC2)c1,-34,2,6,2,5,5,-6,4
COc1ccc(COCC(O)CN2CCCCC2)cc1OC (centres undefined),-40,5,1,-3,1,2,-4,-8
COC(=O)C1CCN(C(=O)/C(C)=C\c2ccccc2)CC1,0,-4,0,-4,-4,4,17,-4
O=c1[nH]c(=S)[nH]c2sccc12,10,-1,-4,?,0,3,-16,2
Cc1cc(C(=O)NNC(=S)NCc2ccccc2)no1,6,0,2,-7,-4,7,5,-15
c1cncc(-c2nnc(-c3cccnc3)nn2)c1,-17,-3,2,-65,-3,-1,-2,27
CCCS(=O)(=O)NCCc1cc2cc(C)c(C)cc2[nH]c1=O,16,-7,-5,-4,2,-6,-22,3
COc1cc(/C=N/NC(=O)CCn2cnc(-c3ccccc3)c2-c2ccccc2)ccc1O,-7,2,-16,10,-5,9,-1,3
CN(c1ccccc1C(=O)Nc1cccc(Br)c1)S(=O)(=O)c1ccccc1,-11,6,-1,0,-5,18,0,17
CCOc1cc(S(=O)(=O)Nc2ncn[nH]2)ccc1Br,2,-2,-3,2,-6,-14,-8,1
O=C(Cn1cnnn1)NCCc1ccc(Cl)cc1Cl,2,-12,15,-12,1,18,32,9

# Two successive compounds already listed, quoted:
SMILES,APJ antagonist,CXCR6 block,ATG4B inh,UBC13 polyUb,APJ ag,CCR6 antagonist,Gli-Sufu block,EBI2 antag
O=C(CSc1nc2ccccc2c(=O)n1NC(=O)c1ccccc1)c1ccccc1,4,5,-4,9,-2,3,-70,0
CCC(NC(=O)c1cc(COc2ccc(F)c(F)c2)on1)c1ccncc1 (centres undefined),19,-9,-5,-9,-1,12,-8,4

# (further entries)
SMILES,APJ antagonist,CXCR6 block,ATG4B inh,UBC13 polyUb,APJ ag,CCR6 antagonist,Gli-Sufu block,EBI2 antag
COc1ccc(/C=N/NC(=O)CCC(=O)Nc2ccc(Br)cc2)c(OC)c1,-8,-8,-7,8,-4,-7,3,-3
CC(C)C(NC(=O)c1ccccc1Cl)C(=O)OCc1nc2scc(-c3ccccc3Cl)c2c(=O)[nH]1 (centres undefined),19,-4,10,-16,-1,4,-6,-1
O=C(Nc1ccc(Cl)c(Cl)c1)Nc1cc(C(=O)N2CCOCC2)ccc1N1CCCCC1,-9,8,1,-7,1,2,10,0
O=C(Nc1nc2c(F)cc(F)cc2s1)c1ccc([N+](=O)[O-])o1,21,11,-11,-20,3,30,-33,-3
Cc1cc(C)c(S(=O)(=O)/N=C2\C=C(NS(=O)(=O)c3ccccc3)C(=O)c3ccccc32)c(C)c1,29,31,0,-107,-5,38,-4,9
Cc1ccc(C)c(SCC(=O)OCC(=O)Nc2ccc(S(=O)(=O)N3CCOCC3)cc2)c1,6,-7,-34,4,-3,9,3,-5
CNC(=O)c1[nH]cnc1C(=O)N[C@@H](CCCCNC(=O)OC(C)(C)C)C(=O)OC(C)(C)C,-16,8,-7,-9,-6,2,-5,5
COc1ccccc1-n1c(CNC(=O)c2ccco2)nnc1SCC(=O)Nc1cc(C)ccc1C,24,-9,0,-4,2,10,-30,-4
O=c1[nH]c2ccc(Cl)cc2c(O)c1Cc1ccccc1,17,14,-1,30,-2,-16,-2,3
CC(Oc1ccc(Cl)cc1Cl)C(=O)NNC(=O)[C@@H]1CCCC[C@@H]1C(=O)O (some centres undefined),-16,-2,-7,-6,-3,-3,-1,3
CCCc1ccc(Oc2cn[nH]c2-c2ccc(O)cc2O)cc1,-13,-19,17,5,1,3,-11,5
CCCOc1ccc(N2C(=O)CC(N3CCN(C(=O)c4ccco4)CC3)C2=O)cc1 (centres undefined),-5,-6,4,12,-2,8,-3,5
OC(CN1CCN(Cc2ccc3c(c2)OCO3)CC1)c1c[nH]c2ccccc12 (centres undefined),7,0,0,11,2,0,11,9
CC(C)(C(=O)N[C@H](CO)c1ccccc1)C(=O)N[C@H](CO)c1ccccc1,21,-2,-2,0,8,2,-5,-1
Cc1ccc2nc(NS(=O)(=O)c3cn(C)nc3C)sc2c1,15,9,2,-4,1,3,-12,0
COC(=O)c1ccccc1S(=O)(=O)N1CCC(NC(=O)c2ccccc2)CC1,7,-9,-9,-1,-3,1,-2,-5
Clc1ccc(OCCSCc2nc3ccccc3[nH]2)cc1,19,-8,-4,5,-3,4,-4,28
Cc1cc(C)c(C#N)c(Sc2ccc(N)cc2)n1,5,8,5,-6,-2,3,2,-4
Cc1cccc(C(=O)Nc2sc3c(c2C(=O)O)CCC3)c1,9,-4,3,21,-5,-6,-6,4
CCNC(=O)/C(=C\C=C\c1ccccc1)NC(=O)c1ccc(Br)o1,-6,-1,-2,-26,3,5,-2,3
CCN(CC)CCNC(=O)c1ccc(NC(=O)CC(NC(=O)c2ccccc2Cl)c2ccccc2)cc1 (centres undefined),-3,5,-4,2,-3,3,7,-4
CCOC(=O)N1CCC(Nc2nc(OC)nc(OC)n2)CC1,-1,-7,0,-6,-3,1,10,-4
Cn1c(=O)c2c(nc(CN3CCOCC3)n2Cc2ccccc2)n(C)c1=O,nt,-2,-13,nt,nt,-3,-4,4
Cc1cc(C)c2c(C)[nH]nc2n1,-22,2,-6,-6,-1,2,5,-5
COC(=O)N(NC(=O)C(O)(c1ccccc1)c1ccccc1)c1ccc(C)cc1,11,10,-6,-1,-4,12,0,7
O=C(N1CCN(c2ccccc2)CC1)C12CC3CC(CC(C3)C1)C2,-14,-6,-11,4,-6,7,0,6
Cc1cc(Cl)ccc1C(=O)C1CCCN(C(=O)c2ccc3ncccc3c2)C1 (centres undefined),-25,2,22,-10,-3,14,26,18
CN(CC(=O)Nc1c(Cl)cccc1Cl)C(=O)Cc1ccsc1,-1,5,-10,7,-2,8,-2,5
COc1ccc(-c2nn(C)c(=O)c3ccccc23)cc1NS(C)(=O)=O,1,6,-4,-4,0,7,13,2
O=C(O)c1cnc(-c2ccccc2)nc1Oc1ccc(Cl)cc1,-5,-1,0,-8,-1,6,-7,-8
COC(=O)c1cc(C#N)c(N(C)Cc2ccccc2)nc1C,-14,7,9,17,0,-9,12,3
Cc1ccc(-c2cc(-c3n[nH]c(=S)n3C)c3ccccc3n2)cc1,19,8,-3,-26,-4,15,17,-7
CCOC(=O)C(C)Sc1nc(-c2cccs2)ccc1C#N (centres undefined),-10,10,-1,34,-1,10,34,-4
Cc1noc(C)c1S(=O)(=O)Nc1ccc2c(c1)C(=O)N([C@H](C)CO)C[C@H](C)[C@@H](CN(C)C(=O)NC(C)C)O2,-1,-1,nt,-7,-2,-1,0,-9
Cc1cc(C)c(S(=O)(=O)N2CCOCC2)cc1NS(=O)(=O)c1cc(OCC(N)=O)c(C)cc1Cl,14,2,2,-4,-2,-10,-6,-11
CCOC(=O)C1(Cc2ccccc2C(F)(F)F)CCN(C(=O)c2cc(C)n(C)n2)CC1,7,-6,-8,2,-2,-2,3,2

# Source: PubChem BioAssay

# Outcome played no part in choosing rows. About 3% of those tested had a hit in this group.
